CHO-K1 Ca antag – nonselective inhibitor or artifact in parental CHO-K1 cells; AID 602250; 360,000 compounds, 0.6% hits; ATP-induced calcium, Fluo-8 fluorescence; inhibition, % at 3 µM;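 active means inhibition above a per-plate cutoff, the plate's mean sample inhibition plus 3 SD, cut at about 24% in these data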;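 further: 0% = DMSO plus EC80 ATP and 100% = DMSO alone without ATP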
M1 PAM parental – nonselective activator or artifact in parental CHO-K1 calcium assay. 360,000 compounds, 0.02% hits. activation, % at 3 µM. ATP EC20, Fluo-8 calcium fluorescence; 0% at ATP EC20, 100% at ATP max;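 active means activation above the run cutoff, the mean activation of all test compounds plus 3 SD, cut at about 40% in these data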;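 further: peak over basal fluorescence ratio in a 140 s read after ATP addition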
TAAR1 agonist – agonists of human TAAR1 | AID 624467 | 360,000 compounds, 0.99% hits | CHO RD-HGA16 TAAR1, Fluo-8 calcium fluorescence; vehicle wells 0%, saturating PEA agonist 100% | activation, % at 3 µM | Q96RJ0;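 active means activation above the mean activation of all test compounds in the run plus 3 SD, cut at about 38% in these data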
Target sequence (Q96RJ0 whole entry, looked up): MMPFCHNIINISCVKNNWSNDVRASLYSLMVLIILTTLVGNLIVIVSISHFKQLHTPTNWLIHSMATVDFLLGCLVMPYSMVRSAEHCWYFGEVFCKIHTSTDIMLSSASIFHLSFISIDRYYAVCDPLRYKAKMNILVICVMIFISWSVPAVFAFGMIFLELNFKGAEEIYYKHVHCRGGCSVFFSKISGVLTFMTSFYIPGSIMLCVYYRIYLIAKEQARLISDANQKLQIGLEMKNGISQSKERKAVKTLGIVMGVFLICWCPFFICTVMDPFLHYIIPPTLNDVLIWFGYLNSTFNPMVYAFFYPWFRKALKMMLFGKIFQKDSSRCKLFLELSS
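Test system: RD-HGA16 (CHO) cells co-expressing Gα16 and hTAAR1 | Doses: Single dose, 3 µM | Schedule: 17-24 h seeding, 75 min 37 °C dye, 30 min RT | Evaluation: % activation from peak over basal fluorescence ratio, DMSO-to-PEA scaled | Technique: Kinetic Fluo-8 calcium fluorescence | Benchmarks: Low control DMSO, high control PEA (EC100)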
CHRM1 antagonist – human CHRM1 antagonism; P11229; CHO-K1 hM1, Fluo-8 calcium fluorescence, ACh EC80 antagonist; inhibition, % at 3 µM; 360,000 compounds, 1.3% hits;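 active means percent inhibition above its own plate's cutoff, namely the mean of that plate's compound wells plus 3 SD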;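 further: peak over basal fluorescence ratio during 140 s after agonist addition; 0% = ACh EC80 plus DMSO and 100% = DMSO alone without agonist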
TAAR1 antagonist – antagonists of human TAAR1; AID 624466; 360,000 compounds, 1.5% hits; Q96RJ0; inhibition, % at 3 µM; CHO RD-HGA16 TAAR1, Fluo-8 calcium fluorescence, antagonist;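 active means inhibition above a per-plate cutoff, the mean inhibition of test compounds on that plate plus 3 SD, cut at about 49% in these data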;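 further: 0% = DMSO plus EC80 beta-PEA response and 100% = DMSO alone without agonist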
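test system = CHO RD-HGA16 cells bearing hTAAR1 | replication = singlicate | controls = DMSO-only wells and EC80 β-PEA-stimulated wells | reagent = EC80 β-phenethylamine stimulus | read-out basis = percent inhibition of PEA-evoked calcium signal, max/basal emission ratio | schedule = seeding 17-24 h prior, 75-min 37 °C, 30-min RT dye loading | signal = kinetic Fluo-8 calcium fluorescence measurement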
M1 ag – agonists of human M1 muscarinic receptor. P11229. CHO-K1 hM1, Fluo-8 calcium fluorescence, agonist mode; 0% DMSO, 100% acetylcholine EC100. activation, % at 3 µM. 360,000 compounds, 0.33% hits;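 active means activation above the run's mean compound activation plus 3 SD, cut at about 16% in these data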;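 further: peak over basal fluorescence ratio within a 140 s kinetic read after compound addition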
OXTR potentiator – potentiators of human oxytocin receptor. CHO-OTR cells, Fluo-8 calcium fluorescence, potentiator mode; 0% = oxytocin EC15, 100% = EC100. activation, % at 3 µM. 320,000 compounds, 0.061% hits;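 active means activation above that plate's cutoff, the mean activation of tested compounds plus 3 SD, cut at about 6.6% in these data, passing the limit was not always enough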;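 further: 100% uses oxytocin at 75 nM as the full agonist control; some results filed as inactive read as strong as hits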
Target sequence (P30559 whole entry, looked up): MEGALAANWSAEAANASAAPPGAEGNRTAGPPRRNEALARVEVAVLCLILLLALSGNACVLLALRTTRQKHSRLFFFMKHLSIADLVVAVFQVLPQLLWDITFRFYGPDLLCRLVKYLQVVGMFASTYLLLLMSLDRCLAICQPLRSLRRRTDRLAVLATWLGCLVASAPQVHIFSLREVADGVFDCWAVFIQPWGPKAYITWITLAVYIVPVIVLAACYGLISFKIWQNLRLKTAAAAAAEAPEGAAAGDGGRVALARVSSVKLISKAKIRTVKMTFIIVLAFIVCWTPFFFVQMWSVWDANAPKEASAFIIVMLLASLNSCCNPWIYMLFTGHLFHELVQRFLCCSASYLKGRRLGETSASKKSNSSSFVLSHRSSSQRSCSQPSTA
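Assay system: CHO cell line stably expressing human OTR | Also added: Oxytocin at about EC15, sub-maximal agonist stimulus | Times: Compound 6 min at room temperature before oxytocin, 100 s read | Measured by: Fluo-8 intracellular calcium fluorescence, ex 470-495, em 515-575 nm | Controls: EC15 oxytocin alone as 0%, 75 nM oxytocin as 100%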
M1 ag parental – counter-screen for M1 agonists: effect in parental CHO-K1 cells | AID 602248 | activation, % at 3 µM | 360,000 compounds, 0.48% hits | Fluo-8 calcium fluorescence; scaled to maximal ATP response, vehicle zero; in the data active means activation above about 15%;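 further: untransfected CHO-K1 host cells lacking M1 receptor as counterscreen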
CHO parental Ca – counter-screen: ATP calcium response change in parental CHO cells; parental CHO-K1, ATP-induced calcium, Fluo-8 fluorescence; inhibition, % at 5.6 µM; 330,000 compounds, 0.63% hits;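 active means inhibition above that plate's mean sample inhibition plus 3 SD, cut at about 26% in these data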;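 further: 0% = ATP-challenged DMSO wells and 100% = DMSO wells without ATP; some compounds past the cut are filed as inactive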
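Material: Parental CHO cells | Reagent: ATP | Compound dosing: Single nominal dose of 5.6 µM per compound | Detection: Intracellular calcium via Fluo-8 no-wash fluorescent dye | Read-out: % inhibition of ATP-induced calcium mobilization | Benchmarks: Low control ATP plus DMSO, high control DMSO only | Replicates: Singlicate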
The depositor's hits bear a star; . = no result given.

no.	molecule	CHO-K1 Ca antag	M1 PAM parental	TAAR1 agonist	CHRM1 antagonist	TAAR1 antagonist	M1 ag	OXTR potentiator	M1 ag parental	CHO parental Ca
1	CCCCN1C[C@H](C)[C@@H](CC(=O)NCc2ccccc2)C1=O	-6	17	13	-2	1	-6	-1	2.8	6
2	Cc1nnc(SCC(=O)NC2CCCCC2)n1-c1ccccc1	-1	-6	3	-9	-13	-1	.	0.3	.
3	O=C1C=CC(=O)N1Cc1ccccc1	-16	32	1	-29	-14	-2	0	0.6	-3
4	CN(C(=S)Nc1ccc(F)cc1)C(c1ccccc1)c1ccccc1	-14	15	1	-4	18	-9	-13	1.3	-5
5	Cc1cc(C)n(-c2ccc(C(=O)OCC(=O)Nc3cc(S(C)(=O)=O)ccc3Cl)cc2)n1	-23	8	7	-7	26	-2	-10	8.3	-16
6	Cc1ccc(S(=O)(=O)NNC(=O)CCCCC(=O)NNS(=O)(=O)c2ccc(C)cc2)cc1	1	4	1	-5	-17	0	-1	-0.4	-20
7	Cn1ccsc1=NC(=O)c1ccccc1F	-14	20	0	-4	13	-5	-3	0.9	-19
8	CCCNC(=S)N1CCN(c2nc(-c3ccc(C)cc3)cs2)CC1	6	-2	0	-3	48	1	-21	5.4	53*
9	O=C(c1cccc([N+](=O)[O-])c1)N1CCCC(C(=O)N2CCCCCC2)C1 (configuration not stated)	-5	16	-1	1	-5	-8	-6	0.2	-2
10	CCOc1ccc2oc(C(=O)NCC(c3ccco3)N(C)C)c(C)c2c1 (configuration not stated)	-15	11	3	-20	-15	-7	.	0.2	.

In the list so far, two have two or more sulfur atoms:
no.	molecule	CHO-K1 Ca antag	M1 PAM parental	TAAR1 agonist	CHRM1 antagonist	TAAR1 antagonist	M1 ag	OXTR potentiator	M1 ag parental	CHO parental Ca
6	Cc1ccc(S(=O)(=O)NNC(=O)CCCCC(=O)NNS(=O)(=O)c2ccc(C)cc2)cc1	1	4	1	-5	-17	0	-1	-0.4	-20
8	CCCNC(=S)N1CCN(c2nc(-c3ccc(C)cc3)cs2)CC1	6	-2	0	-3	48	1	-21	5.4	53*

Remaining list, next part.
no.	molecule	CHO-K1 Ca antag	M1 PAM parental	TAAR1 agonist	CHRM1 antagonist	TAAR1 antagonist	M1 ag	OXTR potentiator	M1 ag parental	CHO parental Ca
11	CCOC(=O)CC(=O)CSc1ncnc2c1oc1ccccc12	10	1	9	-9	-5	-2	-5	0.3	-22
12	CCc1cc(C(=O)N2CCCC(C(=O)c3ccc(Oc4ccccc4)cc3)C2)n(C)n1 (configuration not stated)	-10	6	-2	-2	9	-2	-9	8.8	-8
13	CCn1nnnc1SCC(=O)Nc1ccc2c(c1)OCO2	-3	2	2	-22	6	-4	4	0.0	-5
14	Cc1cccc(C(=O)N(Cc2cccs2)C2CCS(=O)(=O)C2)c1 (configuration not stated)	-4	8	0	10	-15	-2	0	0.5	-6
15	CC[C@]12c3[nH]c4cc(-c5ccco5)ccc4c3CCN1C(=O)[C@@H](CC(=O)NCCCN(C)C)C[C@@H]2C(=O)N1CCN(C(=O)c2ccco2)CC1	12	2	6	-7	-23	-9	.	-0.3	-9
16	O=c1cc(O)c2sc3nc(C(F)(F)F)c4c(c3c2[nH]1)CCCCC4	7	2	1	0	11	-1	-3	-0.1	0
17	O=C(NCCN1CCc2ccccc2C1)C1CCN(S(=O)(=O)N2CCCCC2)CC1	5	0	6	0	6	-11	-7	-0.5	-10
18	CC(Sc1nnnn1C)C(=O)Nc1ccc2c(c1)OCCO2 (configuration not stated)	-13	17	1	-4	4	-10	6	1.8	1
19	COc1cc(C(=O)OCC(=O)Nc2cc(-c3cc(C)c(C)cc3C)nn2-c2ccccc2)cc(OC)c1OC	-7	22	4	-9	-6	-3	-10	1.9	-12
20	Cc1c(CCC(=O)NCC(=O)O)c(=O)oc2cc3occ(-c4ccccc4)c3cc12	-10	14	2	-19	-15	-5	.	0.8	.

By substructure, the entries above with a thiophene ring, fused or not
no.	molecule	CHO-K1 Ca antag	M1 PAM parental	TAAR1 agonist	CHRM1 antagonist	TAAR1 antagonist	M1 ag	OXTR potentiator	M1 ag parental	CHO parental Ca
14	Cc1cccc(C(=O)N(Cc2cccs2)C2CCS(=O)(=O)C2)c1 (configuration not stated)	-4	8	0	10	-15	-2	0	0.5	-6
16	O=c1cc(O)c2sc3nc(C(F)(F)F)c4c(c3c2[nH]1)CCCCC4	7	2	1	0	11	-1	-3	-0.1	0

Later entries
no.	molecule	CHO-K1 Ca antag	M1 PAM parental	TAAR1 agonist	CHRM1 antagonist	TAAR1 antagonist	M1 ag	OXTR potentiator	M1 ag parental	CHO parental Ca
21	C[C@H](CO)N1C[C@H](C)[C@H](CN(C)S(=O)(=O)c2ccc3c(c2)OCCCO3)OCc2cnnn2CCCC1=O	-11	17	2	-16	-24	-9	.	0.2	.
22	Cc1cccc(N2C(=O)N3[C@H]4c5ccccc5OC[C@@H]4[C@@H](c4ccccc4)[C@@]3(C)C2=O)c1	-32	33	4	-8	-13	-2	0	1.5	-16
23	Cc1cccc(C(=O)N2CCC(=O)N([C@H](COCc3ccc(Cl)cc3)Cc3ccccc3)CC2)c1	-23	16	3	.	18	.	.	5.1	.
24	CS(=O)(=O)N1CCN(c2nc3ccc(Cl)cc3s2)CC1	1	-12	8	-4	-35	2	0	0.3	-9
25	CCN(CC)C(=O)C[n+]1cccc(C(N)=O)c1	-11	27	2	3	-24	-6	-3	0.2	13
26	CCOc1nc(C#N)nc(N2CCCCC2)n1	-4	10	2	-13	-5	-5	.	0.7	.
27	COc1ccc(OC)c(S(=O)(=O)NCCCc2ccccc2)c1	6	-5	2	0	-21	-3	-16	-0.2	-14
28	O=C(CCn1cncn1)N1CCN(S(=O)(=O)c2ccc(Cl)cc2)CC1	5	-12	2	0	-2	0	-7	-0.1	-1
29	CN(C)/C=C(\C#N)C(=O)Nc1ccc(F)cc1	-5	-5	4	-2	-12	-4	-4	0.2	0
30	COc1ccc(O)c(-c2cc(-c3ccccc3[N+](=O)[O-])[nH]n2)c1	3	-1	4	2	11	0	-7	0.3	-7

31. CCOc1ccc(S(=O)(=O)N2CCC(C(=O)NC3CC3)CC2)cc1Cl
32. CC(=O)c1ccc2c(c1)OCCOCCOCCOCCOCCO2
33. CCCCc1ccc(Nc2nc(CCC)cc(=O)[nH]2)cc1
34. O=C(CCN1C(=O)C2C3C=CC(C3)C2C1=O)Nc1ccccc1F (configuration not stated)
35. CC(C)NC(=O)CSc1nc2[nH]ncc2c(=O)[nH]1
36. CCOC(=O)c1ccccc1NC(=O)CSc1nnc(C)c(=O)[nH]1
37. Cc1csc(=O)n1CC(=O)OCC(=O)Nc1ccc(Cl)cc1F
38. COc1ccc(OC)c(S(=O)(=O)N2CCC3(CC2)CC(=O)c2ccccc2O3)c1

| compound no. | 31 | 32 | 33 | 34 | 35 | 36 | 37 | 38 |
| --- | --- | --- | --- | --- | --- | --- | --- | --- |
| CHO-K1 Ca antag | -8 | -1 | -10 | -10 | 9 | -5 | -14 | -8 |
| M1 PAM parental | 18 | -15 | 14 | 10 | -3 | -11 | 16 | 11 |
| TAAR1 agonist | -3 | 0 | 5 | 6 | 10 | 10 | -1 | 6 |
| CHRM1 antagonist | -3 | 23 | 6 | -23 | -12 | -18 | -17 | -8 |
| TAAR1 antagonist | -1 | 0 | 35 | 6 | -21 | 6 | 2 | 27 |
| M1 ag | -7 | -4 | -2 | -3 | -7 | 1 | 0 | 1 |
| OXTR potentiator | -4 | 2 | -13 | -15 | -6 | -5 | 1 | -11 |
| M1 ag parental | 2.1 | 0.0 | 2.6 | 0.1 | 0.5 | 0.2 | 2.8 | 5.2 |
| CHO parental Ca | 3 | -3 | 12 | -11 | 9 | 10 | 8 | 2 |

39. CCOC(=O)N1CCN(C(=O)CN(C2CCCCC2)S(=O)(=O)c2ccc(F)cc2)CC1
40. CC(C)[C@H](NC(=O)N1CCn2c1nc1ccccc12)C(=O)N[C@@H](Cc1ccccc1)C(=O)O
41. O=C(O)Cn1nc2ccccc2n1
42. COc1ccc(NC(=O)CCc2nnc3ccc(N4CCC5(CC4)OCCO5)nn23)cc1
43. CCCNC(=O)C(Cc1ccc(OC)cc1)NC(=O)c1ccc(C#N)cc1 (configuration not stated)
44. COc1ccc(-n2sc3c(c2=S)-c2cc(OC)ccc2NC3(C)C)cc1
45. COc1ccc(C2c3ccsc3CCN2C(=O)NC(C)(C)C)cc1 (configuration not stated)
46. CN(CC(=O)Nc1c(Cl)cccc1Cl)C(=O)C1=COCCO1
47. Cc1cccnc1NC(=O)c1cccc(NC(=O)CC2SC(N3CCCCC3)=NC2=O)c1 (configuration not stated)
48. CC1CCCCN1C(=O)CSc1ccc(-c2ccc(F)cc2)nn1 (configuration not stated)
49. CC(C)n1cc(C(N)=S)c(=O)n(Cc2ccccc2)c1=O

| compound no. | 39 | 40 | 41 | 42 | 43 | 44 | 45 | 46 | 47 | 48 | 49 |
| --- | --- | --- | --- | --- | --- | --- | --- | --- | --- | --- | --- |
| CHO-K1 Ca antag | 0 | -1 | 3 | -12 | -13 | -14 | 7 | 9 | 11 | -13 | -4 |
| M1 PAM parental | -13 | 9 | 11 | 15 | 10 | 6 | -17 | -11 | 1 | 16 | 2 |
| TAAR1 agonist | 4 | 0 | 10 | 6 | 4 | 0 | 5 | 3 | 2 | 20 | 3 |
| CHRM1 antagonist | 17 | -11 | -11 | -11 | -2 | 9 | -8 | -14 | -7 | -9 | -7 |
| TAAR1 antagonist | -6 | -15 | 13 | -21 | 12 | 3 | -39 | -5 | -31 | -4 | -18 |
| M1 ag | -5 | -4 | -3 | 5 | 2 | -5 | -6 | 0 | -3 | -3 | -3 |
| OXTR potentiator | -6 | -5 | -2 | 4 | -4 | -19 | 0 | -8 | -4 | -1 | -7 |
| M1 ag parental | 0.2 | 0.4 | 0.6 | 0.3 | 0.1 | 0.3 | -0.6 | 0.7 | -0.8 | 1.1 | 0.5 |
| CHO parental Ca | -13 | 0 | 1 | -10 | -17 | -2 | -13 | -1 | -14 | -17 | -25 |

From PubChem
